# Screening data deposited in PubChem by several laboratories.
# HTR1E agonist: 5-HT1E receptor agonists, primary screen, cell-based, HTS; CHO 5-HT1E Ga15 NFAT-bla reporter, FRET; 0% DMSO wells, 100% control agonist wells; activation, % at 6 µM; 0.69% of 65,000 active; AID 574, 2007;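 active = activation above a set limit, the screen-wide mean activation plus 3 SD, cut at about 8.5% in these data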;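 also: 100% = positive control agonist at 1 µM giving full maximal response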
# Target sequence (P28566 whole entry, looked up): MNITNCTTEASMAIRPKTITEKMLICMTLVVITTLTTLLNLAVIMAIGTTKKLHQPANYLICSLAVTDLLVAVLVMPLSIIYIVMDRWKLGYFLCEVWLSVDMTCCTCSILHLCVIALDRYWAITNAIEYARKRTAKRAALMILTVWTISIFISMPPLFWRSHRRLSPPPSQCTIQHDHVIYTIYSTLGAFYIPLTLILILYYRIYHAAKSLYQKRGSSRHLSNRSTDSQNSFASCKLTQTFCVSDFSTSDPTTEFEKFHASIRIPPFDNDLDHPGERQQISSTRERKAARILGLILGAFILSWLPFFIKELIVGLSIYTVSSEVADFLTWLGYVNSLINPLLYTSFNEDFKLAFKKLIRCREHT
# RORa activator: activators of orphan receptor RORA, primary screen, cell-based, luminescence. Nuclear receptor ROR-alpha (Homo sapiens), P35398. CHO-K1 Gal4-RORA LBD luciferase reporter; percent increase over mock-subtracted basal signal. activation, % at 10 µM. 1.5% of 65,000 active. AID 560, 2006;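 active = activation above the mean of all tested compounds plus 3 SD, cut at about 49% in these data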;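 also: 0% = DMSO-treated RORA cells and 100% = added signal equal to DMSO minus mock-transfected cells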
# HTR1E antagonist: 5-HT1E receptor antagonists, primary screen, cell-based, HTS; 5-hydroxytryptamine receptor 1E (Homo sapiens), P28566; inhibition, % at 6 µM; 0.99% of 65,000 active; CHO 5-HT1E Ga15 NFAT-bla reporter, FRET, antagonist;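 active = inhibition above a set limit, the mean inhibition across every tested compound plus 3 SD, cut at about 29% in these data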;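 also: signal is the 460 over 535 nm emission ratio of beta-lactamase substrate; 0% = agonist plus DMSO wells and 100% = wells without agonist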
# 5HT1a ag: human 5-HT1a receptor agonists, primary screen, cell-based, CHO, Ga15 NFAT-bla reporter; CHO 5-HT1a Ga15 NFAT-bla reporter, FRET ratio; 0% basal, 100% maximal reference agonist; activation, % at 10 µM; 0.56% of 65,000 active; AID 567, 2006;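 active = activation above the screen-wide mean activation plus 3 SD, cut at about 19% in these data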;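 also: 0% = DMSO wells and 100% = 5-CT at EC100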
# Target sequence (P08908 whole entry, looked up): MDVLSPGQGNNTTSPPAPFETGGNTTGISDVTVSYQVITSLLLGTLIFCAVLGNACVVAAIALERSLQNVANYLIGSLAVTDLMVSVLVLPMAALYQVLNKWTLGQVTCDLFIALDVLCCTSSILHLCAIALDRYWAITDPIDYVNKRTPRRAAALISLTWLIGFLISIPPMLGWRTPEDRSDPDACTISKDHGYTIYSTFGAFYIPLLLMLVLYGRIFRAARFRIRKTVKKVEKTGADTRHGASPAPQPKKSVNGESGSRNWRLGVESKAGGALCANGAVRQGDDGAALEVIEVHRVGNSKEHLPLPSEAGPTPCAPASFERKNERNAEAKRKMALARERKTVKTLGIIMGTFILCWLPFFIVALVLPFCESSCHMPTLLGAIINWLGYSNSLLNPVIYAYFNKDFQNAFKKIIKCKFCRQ
# SF-1 act: activators of human SF-1, primary screen, cell-based, CHO-K1, Gal4-SF-1 LBD, luciferase luminescence. Steroidogenic factor 1 (Homo sapiens), Q13285. CHO-K1 Gal4-SF-1 LBD luciferase reporter; % increase over DMSO SF-1-specific signal. activation, % at 10 µM. 1.9% of 65,000 active. AID 522, 2006;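 active = activation above the mean activation of all tested compounds plus 3 SD, cut at about 50% in these data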
#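 Material: Gal4–SF-1 LBD one-hybrid luciferase reporter in CHO-K1 cells | Amount: 4,000 cells per well | Compound dosing: 10 µM single point, 1% DMSO | Schedule: 20 h compound treatment, 37 °C | Measured by: SteadyLite luciferase luminescence | Evaluation: Percent activation versus DMSO | Control set: DMSO-treated SF-1-transfected cells as negative, DMSO-treated mock-transfected cells lacking SF-1 as background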
# NADH coupling: inhibitors of PK/LDH coupling enzymes, profiling panel, artefact control, biochemical, MLSMR library. coupled PK/LDH NADH assays, four targets. 0.02% of 65,000 active. IC50, µM (doses to about 10 µM), inactives show top-dose inhibition. AID 774, 2007;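 active = single-dose screening hits from any of four coupled enzyme assays that gave an IC50 when retested across doses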;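 also: the DPM-DC format reads NADH fluorescence rather than 340 nm absorbance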
# Ecoli tolC: growth inhibitors of E. coli tolC mutant, primary screen, strain BW25113 ΔtolC::kan, 384-well. growth inhibition, % at 10 µM (by protocol). OD615. 2.2% of 65,000 active;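 active = growth inhibition at or above a cutoff equal to the mean over every tested compound plus 3 SD, cut at about 60% in these data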;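 also: growth measured after 20 h incubation at 37 °C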
#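 test system = E. coli BW25113 ΔtolC::kan bacteria | medium = LB with kanamycin 50 µg/mL | signal = OD at 615 nm | schedule = 37 °C, 20 h exposure | evaluation = % inhibition of E. coli growth | compound dosing = one dose of 10 µM final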
# 5HT1a antag: human 5-HT1a receptor antagonists, primary screen, cell-based, CHO, Ga15 NFAT-bla reporter | 5-hydroxytryptamine receptor 1A (Homo sapiens), P08908 | CHO 5-HT1a Ga15 NFAT-bla reporter, antagonist mode | inhibition, % at 10 µM | 0.68% of 62,000 active;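 active = inhibition above the mean of all tested compounds plus 3 SD, cut at about 43% in these data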;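 also: receptor stimulated by 5-CT agonist at 100 nM near EC80; beta-lactamase reporter measured by ratiometric fluorescence of a cleavable substrate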
# MMP-13 inhibitor: human MMP13 inhibitors, primary screen, biochemical, FRET peptide cleavage; Collagenase 3 (Homo sapiens), P45452; MMP-13 fTHP FRET cleavage, Mca fluorescence; inhibition, % at 4 µM; 0.07% of 65,000 active; AID 570, 2006;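 active = inhibition above the mean of compound-free control plate wells plus 3 SD, cut at about 14% in these data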;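 also: 0% = DMSO wells and 100% = wells with reference MMP-13 inhibitor after basal subtraction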
# An asterisk follows results filed as active; i = inactive; [ ] = another dose, or the depositor's remark.
1. COC(=O)C(C)N(C#N)c1nc(C)nc(C)n1 (centres undefined)
2. O=C(NCCCN1CCN(c2ccccc2F)CC1)Nc1ccc(F)cc1
3. CCN(CC)CCNC(=O)Cc1c(C(=O)O)n(C)c2ccccc12
4. O=S(=O)(NCC(c1ccccc1)N1CCNCC1)c1ccc(Cl)cc1 (centres undefined)
5. O=C(CSc1nnc(-c2cccs2)o1)OC1CCCCC1
6. CCOc1cc(C(C#N)N2CCOCC2)ccc1OC (centres undefined)
7. c1ccc2c(c1)Cn1nnnc1-2
8. Cc1ccc(Nc2nc(Oc3ccc(OCc4ccccc4)nn3)nc(N3CCOCC3)n2)cc1

assay / compound	1	2	3	4	5	6	7	8
HTR1E agonist	0.5	0.5	-0.6	0.2	-0.1	-0.2	-2.0	0.9
RORa activator	-6	-14	4	-9	-5	20	-14	-6
HTR1E antagonist	-22	10	-9	-5	-14	1	6	-6
5HT1a ag	-2.5	9.0	2.4	0.1	-0.9	-1.1	-1.4	3.0
SF-1 act	-12	8	-11	7	-7	1	-5	2
NADH coupling	9%	6%	7%	2%	2%	3%	5%	2%
Ecoli tolC	-20	-1	-20	-5	52	-13	-21	-8
5HT1a antag	-1	31	-20	-4	0	7	-9	-6
MMP-13 inhibitor	-18	-2	-9	-2	-2	1	-1	-2

9. COc1ccc(C(C)=O)cc1CSc1nc2ccccc2o1
10. CCCC(=O)Nc1cc(-c2nnc(OC)c3ccccc23)ccc1N1CCOCC1
11. CN(CCNC(=O)c1cn(C)c2ccc(S(=O)(=O)N(C)C)cc2c1=O)CCc1ccccc1
12. Cc1ccc(C(=O)CSC2=NC(N)=C(C#N)C3(CCCCC3)C2C(N)=O)cc1 (centres undefined)
13. O=C(CCSc1ccc(F)cc1)Nc1ccc(-n2cnnn2)cc1
14. Cc1ccc(S(=O)(=O)CCC(=O)OCC(=O)Nc2cc(C)on2)cc1
15. Cc1ccc(-c2noc(-c3ccccc3C(=O)N3CCN(C)CC3)n2)cc1
16. COc1cc(NS(=O)(=O)c2ccc(C)cc2)ccc1-n1cnnn1

assay / compound	9	10	11	12	13	14	15	16
HTR1E agonist	-1.3	0.2	0.9	1.0	-0.5	0.2	-1.1	-1.2
RORa activator	5	-14	2	10	-20	-4	18	21
HTR1E antagonist	8	4	0	5	-2	-5	4	14
5HT1a ag	0.8	-0.4	-1.3	-0.8	-4.9	-3.7	0.3	-0.5
SF-1 act	-4	-15	2	-6	-10	3	33	19
NADH coupling	8%	1%	1%	6%	1%	8%	2%	6%
Ecoli tolC	21	6	-8	18	-4	-7	-2	10
5HT1a antag	19	7	-1	7	7	-19	2	2
MMP-13 inhibitor	0	4	3	6	0	0	5	0

# Of the compounds above, 7 have a carbonyl joined to an NH by a bond outside any ring.
2. O=C(NCCCN1CCN(c2ccccc2F)CC1)Nc1ccc(F)cc1
3. CCN(CC)CCNC(=O)Cc1c(C(=O)O)n(C)c2ccccc12
10. CCCC(=O)Nc1cc(-c2nnc(OC)c3ccccc23)ccc1N1CCOCC1
11. CN(CCNC(=O)c1cn(C)c2ccc(S(=O)(=O)N(C)C)cc2c1=O)CCc1ccccc1
12. Cc1ccc(C(=O)CSC2=NC(N)=C(C#N)C3(CCCCC3)C2C(N)=O)cc1 (centres undefined)
13. O=C(CCSc1ccc(F)cc1)Nc1ccc(-n2cnnn2)cc1
14. Cc1ccc(S(=O)(=O)CCC(=O)OCC(=O)Nc2cc(C)on2)cc1

assay / compound	2	3	10	11	12	13	14
HTR1E agonist	0.5	-0.6	0.2	0.9	1.0	-0.5	0.2
RORa activator	-14	4	-14	2	10	-20	-4
HTR1E antagonist	10	-9	4	0	5	-2	-5
5HT1a ag	9.0	2.4	-0.4	-1.3	-0.8	-4.9	-3.7
SF-1 act	8	-11	-15	2	-6	-10	3
NADH coupling	6%	7%	1%	1%	6%	1%	8%
Ecoli tolC	-1	-20	6	-8	18	-4	-7
5HT1a antag	31	-20	7	-1	7	7	-19
MMP-13 inhibitor	-2	-9	4	3	6	0	0

# Continuation:
17. CCCn1c(N2CCN(S(=O)(=O)Cc3ccccc3)CC2)nc2ccccc21
18. COC(=O)CCCC(=O)Nc1c(F)c(F)c(F)c(F)c1F
19. [O-][n+]1onc2c1C(N1CCOCC1)CCC2N1CCOCC1 (centres undefined)
20. Cc1cc(C(F)F)n2nc(C(=O)Nc3ccccc3F)nc2n1
21. OCCN1CCOCCN(CCO)CCOCC1
22. COC(=O)c1ccc(C(=O)OC)c(NC2=NS(=O)(=O)c3ccccc32)c1
23. Cn1c2c(c(=O)n(C)c1=O)CN(Cc1ccc(F)cc1)CN2
24. CCOC(=O)C1CCc2nc3ccccc3c(=O)n21 (centres undefined)

assay / compound	17	18	19	20	21	22	23	24
HTR1E agonist	1.4	0.3	1.1	-0.2	0.5	-1.1	0.0	-0.8
RORa activator	38	-4	-23	-19	9	-1	8	8
HTR1E antagonist	9	3	-6	-2	-2	11	6	4
5HT1a ag	0.9	-1.1	-3.5	-0.8	-3.5	-2.6	-3.4	-0.5
SF-1 act	6	25	-12	-1	-2	-6	20	2
NADH coupling	3%	4%	5%	9%	3%	4%	3%	4%
Ecoli tolC	-11	-7	-28	-10	-21	-14	-20	-19
5HT1a antag	19	8	9	8	2	22	1	0
MMP-13 inhibitor	2	3	-3	-1	2	0	-2	-1

25. CCOc1cccc(OCCOCCN(C)Cc2ccccc2)c1
26. O=C(NC1CCCCC1)N1CCN(Cc2nc3ccccc3c(=O)[nH]2)CC1
27. CCS(=O)(=O)N1CCN(c2ccccc2F)CC1
28. CCOC(=O)N1CCN(C(=O)C2CCN(Cc3nc(-c4ccccc4C)oc3C)CC2)CC1
29. CN1CCN(Cc2c(C#N)c3ccccc3n2C)CC1
30. CCn1c2c(c3cc(Br)ccc31)CCC/C2=N\O
31. c1ccc(Cn2c(Sc3nnnn3-c3ccccc3)nnc2-c2ccccc2)cc1
32. CCN(CC)CCCNC(=O)C1c2ccccc2Oc2ccccc21

assay / compound	25	26	27	28	29	30	31	32
HTR1E agonist	0.3	0.0	-2.0	-0.6	4.4	0.0	-1.0	-0.5
RORa activator	-2	-6	-22	4	-5	-17	-8	-16
HTR1E antagonist	4	1	1	4	-3	12	-11	8
5HT1a ag	-1.2	-0.7	-0.3	-0.9	-0.5	0.2	-2.0	-2.3
SF-1 act	-7	1	-8	-12	4	6	0	4
NADH coupling	8%	4%	8%	8%	2%	2%	2%	6%
Ecoli tolC	17	-11	-11	-4	-32	47	-6	-8
5HT1a antag	2	-11	1	-10	-19	5	15	19
MMP-13 inhibitor	1	-4	4	3	1	1	8	3

33. COc1ccc(/C(O)=C2/C(=O)C(=O)N(CCN(C)C)C2c2ccc(C)cc2)cc1Cl (centres undefined)
34. O=C1CCCc2nc3nc4ccccc4n3cc21
35. O=S(=O)(NCC(c1cccnc1)N1CCN(c2ccc(F)cc2)CC1)c1ccc(F)cc1 (centres undefined)
36. Cc1ccc(S(=O)(=O)N2CCCCC2C(=O)NCc2ccco2)cc1 (centres undefined)
37. CN(C)CCCNc1oc(-c2ccccc2)nc1C#N
38. C=CCn1c(SCC(=O)NCc2ccccc2)nnc1-c1ccccc1O
39. O=C(Nc1cccnc1)Nc1ccccn1
40. COc1cc(OC)c2c(C)c(Cl)c(=O)oc2c1

assay / compound	33	34	35	36	37	38	39	40
HTR1E agonist	0.5	-1.0	0.9	-1.5	1.2	-1.3	0.3	0.9
RORa activator	-16	-12	-6	-5	-11	-5	-2	0
HTR1E antagonist	-6	3	-2	5	-11	-7	-11	1
5HT1a ag	1.3	-0.8	1.7	-0.8	-0.7	-2.1	-2.6	1.4
SF-1 act	3	-11	2	-12	-6	-1	-13	1
NADH coupling	5%	4%	0%	6%	5%[fluoresces]	8%	3%	5%[fluoresces]
Ecoli tolC	-1	93*	0	1	4	40	-7	-5
5HT1a antag	-4	-2	-4	9	-8	7	-5	-6
MMP-13 inhibitor	-6	-3	-6	2	-272[fluorescence artefact?]	-1	1	-484[fluorescence artefact?]

# Three entries already listed, ordered by the value under 5HT1a ag, descending.
cpd	Compound	5HT1a ag
40	COc1cc(OC)c2c(C)c(Cl)c(=O)oc2c1	1.4
34	O=C1CCCc2nc3nc4ccccc4n3cc21	-0.8
38	C=CCn1c(SCC(=O)NCc2ccccc2)nnc1-c1ccccc1O	-2.1

# (further entries)
41. Cc1cccc(CSc2nnc(Cn3c(=O)sc4ccccc43)n2C)c1
42. Cc1ccc(-c2[nH]nc3c2C(c2ccc(OC(=O)N4CCOCC4)cc2)C(C#N)=C(N)O3)cc1 (centres undefined)
43. COc1ccc(C2CC(c3cc(OC)ccc3OC)n3nnnc3N2)cc1 (centres undefined)
44. CSc1nnc2c3c4c(sc3nc(-n3nc(C)cc3C)n12)COC(C)(C)C4
45. NC(=O)c1ccc(F)cc1
46. CCNS(=O)(=O)c1ccc(NS(=O)(=O)c2cc(C)ccc2C)cc1
47. CCOC(=O)c1cnc2c(Cl)c(Cl)ccc2c1N1CCN(C)CC1
48. Cc1cccc(N2CCN(C(=O)n3ccnc3)CC2)c1C

assay / compound	41	42	43	44	45	46	47	48
HTR1E agonist	0.4	0.1	-0.3	0.6	0.7	0.1	1.2	2.7
RORa activator	-7	2	-3	-4	9	12	4	16
HTR1E antagonist	-7	-3	2	2	-3	-4	-3	-9
5HT1a ag	2.4	-3.3	-3.0	-1.2	-2.0	-0.6	1.3	-3.2
SF-1 act	-8	-8	-2	1	0	0	15	1
NADH coupling	5%	2%	3%	2%	6%	4%	9%	2%
Ecoli tolC	14	0	7	-20	-31	22	14	-2
5HT1a antag	3	6	8	-3	-6	-3	7	10
MMP-13 inhibitor	-1	3	-4	-17	4	4	2	8

49. N#CC1=C(N)C(C#N)(C#N)C(c2cccnc2)C2COCC=C12 (centres undefined)
50. Cc1nc2nc(COc3ccccc3)nn2c(C)c1Cl
51. CCOC(=O)c1c(NC(=O)c2ccc(S(=O)(=O)N3CCOCC3)cc2)sc2c1CCN(C)C2
52. COC(=O)Cc1c(C)c2cc(Cl)c(OC(=O)c3ccco3)cc2oc1=O

assay / compound	49	50	51	52
HTR1E agonist	0.9	0.8	0.7	3.8
RORa activator	-12	-1	3	-1
HTR1E antagonist	-4	-1	17	-3
5HT1a ag	-5.1	1.2	3.0	11
SF-1 act	-6	4	25	-14
NADH coupling	8%	6%	9%	7%[fluoresces]
Ecoli tolC	-8	2	21	21
5HT1a antag	4	-1	-8	-8
MMP-13 inhibitor	-13	1	-2	i[fluorescence artefact?]
